Source: PubChem BioAssay
PDI inh: inhibitors of human PDI, primary screen, biochemical, turbidity, single point, plate reader | Protein disulfide-isomerase (Homo sapiens), P07237 | PDI insulin aggregation turbidity, A650, 90 min | 350,000 tested, 0.052% active | inhibition, % at 10 µM;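 active = mean inhibition across replicates of 30% or more, whatever share of single replicates reach that level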;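 also: absorbance from insulin aggregation driven by PDI reduction with DTT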
Target sequence (P07237 whole entry, looked up): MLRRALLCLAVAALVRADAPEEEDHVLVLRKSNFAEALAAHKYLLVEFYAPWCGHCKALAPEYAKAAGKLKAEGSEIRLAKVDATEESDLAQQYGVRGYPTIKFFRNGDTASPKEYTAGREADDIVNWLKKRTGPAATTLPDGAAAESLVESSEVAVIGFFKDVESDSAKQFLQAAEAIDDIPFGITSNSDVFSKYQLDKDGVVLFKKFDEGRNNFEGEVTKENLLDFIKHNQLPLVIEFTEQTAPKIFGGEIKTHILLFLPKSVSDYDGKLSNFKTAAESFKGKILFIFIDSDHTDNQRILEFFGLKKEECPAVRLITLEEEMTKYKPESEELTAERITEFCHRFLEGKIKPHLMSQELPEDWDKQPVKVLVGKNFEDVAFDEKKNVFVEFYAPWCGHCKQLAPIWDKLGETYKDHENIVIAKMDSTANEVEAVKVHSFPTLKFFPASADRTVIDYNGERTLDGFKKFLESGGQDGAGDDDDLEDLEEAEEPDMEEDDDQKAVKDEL
aDG glyco up: activators of alpha-DG glycosylation, primary screen, uHTS, Pro5-aDG cells, AlphaScreen; activation, % at 10 µM; alpha-DG glycosylation AlphaScreen (IIH6); 0% Pro5, 100% B10-LARGE cell signal; 360,000 tested, 0.22% active;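 active = activation of at least 8% versus controls, or a plate z-score of at least 8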;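 also: Pro5 are CHO cells carrying HIG-tagged alpha-DG that lacks glycosylation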
Vif inh: HIV Vif self-association inhibitors, primary screen, imaging, HEK293T, single point | HEK293T cells, Vif self-association by quenched fluorescence, 24 h | inhibition, % at 7.49 µM | 340,000 tested, 0.35% active; in the data active = inhibition above about 50%, passing the limit was not always enough; also: some results filed as inactive read as strong as hits
CaV13 FRET inh: Primary screen for inhibitors of IQ motif and Ca2+-dependent inactivation inhibitor domain binding in CACNA1D, Förster resonance energy transfer in living cells, … | HEK cells, CFP/YFP FRET ICDI-IQ, plate reader, 10 min; percent FRET-ratio fall versus neutral wells | inhibition, % at 12.3 µM | 340,000 tested, 0.098% active;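 active = mean replicate inhibition of at least 30% and at least 1% of replicates passing that level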;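 also: 0% = median of the neutral control wells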
Granule exo inh: LAMP-1 surface exposure blockers, TALL-104 cells – cell-based, flow cytometry, MLPCN library, primary screen | TALL-104 LAMP-1 surface exposure; cells stimulated with thapsigargin and PMA | 360,000 tested, 0.66% active | inhibition, % at 10 µM;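 active = inhibition above about 55%, limit read from the data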
HIF-2a block: HIF-2a reporter inhibitors, primary screen, luminescence, 786-0 RCC cells; AID 624352, 2012; 360,000 tested, 0.72% active; inhibition, % at 18.8 µM; 786-0 RCC cells HIF-2a reporter, luciferase luminescence, overnight;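 active = inhibition of the luminescence signal of 40% or more relative to plate controls, in a single-dose primary screen at 18.75 µM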
NR2E3 ag-1: NR2E3 agonists in two-hybrid cells, primary screen, cell-based, luminescence, CHO-S, Gal4-NCOR/VP16-NR2E3 | Photoreceptor-specific nuclear receptor (Homo sapiens), Q9Y5X4 | AID 602229, 2012 | inhibition of corepressor binding, % at 3.98 µM | luciferase | 360,000 tested, 0.35% active;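 active = inhibition above the mean of all tested compounds plus 3 SD, cut at about 70% in these data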;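 also: 0% = DMSO with NR2E3 transfected cells and 100% = cells lacking NR2E3 construct; higher means lower luciferase signal from less NR2E3 corepressor binding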
Target sequence (Q9Y5X4 whole entry, looked up, the tested form may be a part): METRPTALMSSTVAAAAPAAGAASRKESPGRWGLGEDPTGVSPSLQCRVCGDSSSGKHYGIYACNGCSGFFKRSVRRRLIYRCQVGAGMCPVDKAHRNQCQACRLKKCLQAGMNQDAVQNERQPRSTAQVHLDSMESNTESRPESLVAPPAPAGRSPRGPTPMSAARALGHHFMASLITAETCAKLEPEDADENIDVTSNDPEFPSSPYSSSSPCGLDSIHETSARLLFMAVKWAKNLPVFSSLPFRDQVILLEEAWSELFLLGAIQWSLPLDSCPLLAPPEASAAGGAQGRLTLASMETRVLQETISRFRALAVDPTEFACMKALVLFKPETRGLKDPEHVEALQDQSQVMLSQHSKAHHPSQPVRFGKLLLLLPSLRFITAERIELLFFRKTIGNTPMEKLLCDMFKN
hiPSC survival: enhancers of single-cell hiPSC survival, primary screen, ATPlite luminescence; 100% = ROCK inhibitor wells, 0% = DMSO; 360,000 tested, 0.044% active; survival enhancement, % at 20 µM; AID 602274, 2012; in the data active = survival enhancement above about 18%;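 also: cells exposed to compounds for 16 hours before the ATP read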
NR2E3 ag-2: inhibitors of NR2E3-RetCOR corepressor binding, primary screen, NR2E3 agonist project, biochemical, TR-FRET, GST-NR2E3, biotin-RetCOR. Photoreceptor-specific nuclear receptor (Homo sapiens), Q9Y5X4. 1536-well. inhibition of corepressor binding, % at 4.78 µM. 320,000 tested, 0.12% active. AID 2300, 2010;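 active = percent inhibition above the cutoff of mean plus 3 SD of all tested compounds, set per screening campaign, cut at about 20% in these data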;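 also: 0% = DMSO wells and 100% = biotin wells as full block of FRET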
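Format: 1536-well format; test system: GST-NR2E3 and biotin-RetCOR proteins; read-out basis: percent inhibition of TR-FRET ratio; timing: 5 h incubation at 4 °C; detection: time-resolved FRET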
MITF TRPM1 inh: inhibitors of MITF-dependent TRPM1 promoter reporter, primary screen, cell-based, SK-MEL-5, single point, luciferase; SK-MEL-5 TRPM1 promoter luciferase, 24 h; 330,000 tested, 0.83% active; inhibition, % at 12.5 µM; AID 488899, 2010;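 active = mean inhibition across replicates of 60% or more, whatever share of single replicates reaches that level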; also: values of inactives mirror those of a sister screen read the other way
Peg3 prom inh: Peg3 promoter-driven luciferase inhibitors, primary screen, cell-based, HeLa, luciferase luminescence; 360,000 tested, 1.7% active; inhibition, % at 20 µM; HeLa PEG-Prom luciferase reporter, overnight;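 active = inhibition of at least 50% at 20 µM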
An asterisk follows results filed as active.

Sample of the layout:
Cn1c(SCCOc2ccc(F)cc2)nnc1-c1ccncc1 was read as PDI inh -2, aDG glyco up 0.0, Vif inh 5, CaV13 FRET inh -5, Granule exo inh -1, HIF-2a block -12, NR2E3 ag-1 -33, hiPSC survival -0.2, NR2E3 ag-2 1, MITF TRPM1 inh -11 and Peg3 prom inh -5.
`COc1ccc(C2(SCC(N)C(=O)O)c3ccccc3-c3ccccc32)cc1` (stereo unspecified) gave PDI inh -1, aDG glyco up -0.1, Vif inh -1, CaV13 FRET inh -2, Granule exo inh 2, HIF-2a block 9, NR2E3 ag-1 -5, hiPSC survival 0.6, MITF TRPM1 inh 3 and Peg3 prom inh -7.

The list itself (from the top)
Cn1c(SCCOc2ccc(F)cc2)nnc1-c1ccncc1 was read as PDI inh -2, aDG glyco up 0.0, Vif inh 5, CaV13 FRET inh -5, Granule exo inh -1, HIF-2a block -12, NR2E3 ag-1 -33, hiPSC survival -0.2, NR2E3 ag-2 1, MITF TRPM1 inh -11 and Peg3 prom inh -5.
`COc1ccc(C2(SCC(N)C(=O)O)c3ccccc3-c3ccccc32)cc1` (stereo unspecified) gave PDI inh -1, aDG glyco up -0.1, Vif inh -1, CaV13 FRET inh -2, Granule exo inh 2, HIF-2a block 9, NR2E3 ag-1 -5, hiPSC survival 0.6, MITF TRPM1 inh 3 and Peg3 prom inh -7.
CCOC(=O)c1sc(N)c(C(=O)OC)c1C was read as PDI inh -4, aDG glyco up -0.2, Vif inh -3, CaV13 FRET inh 1, Granule exo inh -2, HIF-2a block -128, NR2E3 ag-1 -22, hiPSC survival -0.5, NR2E3 ag-2 2, MITF TRPM1 inh -50 and Peg3 prom inh -108.
For Cc1ccc(S(=O)(=O)CCC(=O)OCC(=O)N(Cc2ccccc2)C(C)C)cc1 the results were PDI inh 5, aDG glyco up -0.2, Vif inh 0, CaV13 FRET inh -1, Granule exo inh 8, HIF-2a block 2, NR2E3 ag-1 17, hiPSC survival 0.0, NR2E3 ag-2 0, MITF TRPM1 inh -9 and Peg3 prom inh 8.
CCOC(=O)C1=C(C)NC(C)=C(C(=O)OCC)C1c1ccc(OC)c(OC)c1 was read as PDI inh -6, aDG glyco up -0.2, CaV13 FRET inh -10, Granule exo inh -3, HIF-2a block 12, NR2E3 ag-1 7, hiPSC survival -0.6 and Peg3 prom inh 2.
For CCOC(=O)N1CCN(C(=O)c2ccc3oc(CCc4ccccc4)nc3c2)CC1 the results were PDI inh 0, aDG glyco up 0.1, Vif inh -7, CaV13 FRET inh -5, Granule exo inh -2, HIF-2a block -46, NR2E3 ag-1 -5, hiPSC survival 2.0 and Peg3 prom inh -24.
C[C@@H]1CN([C@@H](C)CO)C(=O)c2cc(NS(C)(=O)=O)ccc2O[C@@H]1CN(C)Cc1ccc(C(F)(F)F)cc1 was read as PDI inh -1, aDG glyco up 0.3, Vif inh -2, CaV13 FRET inh -5, Granule exo inh 62*, HIF-2a block 1, NR2E3 ag-1 16, hiPSC survival 6.7, MITF TRPM1 inh -4 and Peg3 prom inh 2.
Cc1cc(Oc2ccc(OCC(N)=O)nn2)nc(Cl)n1 was read as PDI inh -12, aDG glyco up -0.5, Vif inh 23, CaV13 FRET inh -4, Granule exo inh 10, HIF-2a block 2, NR2E3 ag-1 -2, hiPSC survival 0.3, NR2E3 ag-2 3, MITF TRPM1 inh 0 and Peg3 prom inh -6.
`CCCCC(=O)Nc1cccc(NC(=O)c2cccc(Br)c2)c1` gave PDI inh -4, aDG glyco up 0.1, Vif inh 6, CaV13 FRET inh -3, Granule exo inh 4, HIF-2a block -10, NR2E3 ag-1 -10, hiPSC survival -1.5, NR2E3 ag-2 -1, MITF TRPM1 inh -7 and Peg3 prom inh 10.
For CC1CCCCC1NC(=O)CCCCn1c(=O)[nH]c2ccsc2c1=O (stereo unspecified) the results were PDI inh -1, aDG glyco up -0.1, Vif inh -5, CaV13 FRET inh -3, Granule exo inh -3, HIF-2a block 17, NR2E3 ag-1 -14, hiPSC survival -0.3, NR2E3 ag-2 2, MITF TRPM1 inh -4 and Peg3 prom inh 19.
O=C(COC(=O)Cc1ccc(Br)cc1)NC12CC3CC(CC(C3)C1)C2 was read as PDI inh 9, aDG glyco up 0.4, Vif inh 7, CaV13 FRET inh -13, Granule exo inh -2, HIF-2a block 10, NR2E3 ag-1 -13, hiPSC survival 0.2, NR2E3 ag-2 0, MITF TRPM1 inh 5 and Peg3 prom inh -5.
Screening CC1CCCC(C)N1CCNC(=O)CCc1nnc2n(Cc3ccccc3)c(=O)c3ccccc3n12 (stereo unspecified) returned aDG glyco up 0.1, Vif inh 10, CaV13 FRET inh -10, Granule exo inh 0, HIF-2a block -5, NR2E3 ag-1 3, hiPSC survival 3.5, NR2E3 ag-2 -1, MITF TRPM1 inh 2 and Peg3 prom inh -1.
O=C(CSc1nccc(=O)[nH]1)N1CCCc2ccccc21 was read as PDI inh -6, aDG glyco up -0.1, Vif inh 2, CaV13 FRET inh -5, Granule exo inh -2, HIF-2a block 10, NR2E3 ag-1 -11, hiPSC survival 3.7, NR2E3 ag-2 -3, MITF TRPM1 inh 5 and Peg3 prom inh 6.
For O=C(Nc1ccccc1O)c1ccc2c(c1)C(=O)N(N1C(=O)c3ccccc3C1=O)C2=O the results were PDI inh 0, aDG glyco up -0.2, Vif inh 9, CaV13 FRET inh -3, Granule exo inh -1, HIF-2a block 13, NR2E3 ag-1 -4, hiPSC survival -0.3, NR2E3 ag-2 1, MITF TRPM1 inh 2 and Peg3 prom inh 24.
`COC(=O)/C(=C1/Oc2cc3c(cc2S1)OCO3)C(F)(F)F` gave PDI inh -5, aDG glyco up -0.1, Vif inh -3, CaV13 FRET inh -8, Granule exo inh 2, HIF-2a block -119, NR2E3 ag-1 0, hiPSC survival -1.4, NR2E3 ag-2 -2, MITF TRPM1 inh -51 and Peg3 prom inh -107.
For CC(=O)Nc1ccc(S(=O)(=O)Oc2ccc(C(=S)N3CCC(O)CC3)cc2)cc1 the results were PDI inh 10, aDG glyco up 0.2, CaV13 FRET inh -5, Granule exo inh -2, HIF-2a block -20, NR2E3 ag-1 29, hiPSC survival -1.1, NR2E3 ag-2 -5, MITF TRPM1 inh 2 and Peg3 prom inh 2.
`COCCNC(=O)c1c(CSc2ccc(F)cc2)noc1C(=O)NCc1ccccc1` gave PDI inh -2, aDG glyco up 0.6, Vif inh 0, CaV13 FRET inh -11, Granule exo inh -7, HIF-2a block 17, NR2E3 ag-1 -5, hiPSC survival 1.0, NR2E3 ag-2 -1, MITF TRPM1 inh 3 and Peg3 prom inh 29.
Screening CCc1nnc(NC(=O)CSc2nnc(-c3ccccc3OC)n2-c2ccc(C)cc2)s1 returned PDI inh 3, aDG glyco up 0.4, Vif inh -27, CaV13 FRET inh 1, Granule exo inh -1, HIF-2a block 23, NR2E3 ag-1 -6, hiPSC survival 0.4, NR2E3 ag-2 -1, MITF TRPM1 inh 7 and Peg3 prom inh 7.
`Fc1cccc(Cc2c(-c3ccc(Cl)cc3)nc3ccc(Cl)cn23)c1` gave aDG glyco up 0.3, CaV13 FRET inh -3, Granule exo inh 9, HIF-2a block -194, NR2E3 ag-1 13, hiPSC survival -1.2 and Peg3 prom inh -75.
`C=CCc1ccc(OCCOCCN(C)C)c(OC)c1` gave PDI inh -1, aDG glyco up 0.0, Vif inh 11, CaV13 FRET inh -9, Granule exo inh -1, HIF-2a block -6, NR2E3 ag-1 -11, hiPSC survival -5.1, NR2E3 ag-2 -4, MITF TRPM1 inh 3 and Peg3 prom inh -10.
Screening C[C@@H]1CN([C@@H](C)CO)S(=O)(=O)c2ccc(-c3ccc(C#N)cc3)cc2O[C@@H]1CN(C)Cc1ccccn1 returned PDI inh 0, aDG glyco up -0.1, Vif inh 1, CaV13 FRET inh -5, Granule exo inh -11, HIF-2a block 11, NR2E3 ag-1 -25, hiPSC survival -0.7 and Peg3 prom inh 23.
`CN(CC(=O)Nc1cccc(F)c1)C(=O)/C=C/c1cn(Cc2ccccc2)nc1-c1cccnc1` gave PDI inh -1, aDG glyco up 0.0, Vif inh -6, CaV13 FRET inh -6, Granule exo inh 0, HIF-2a block 25, NR2E3 ag-1 0, hiPSC survival -0.4, NR2E3 ag-2 -3, MITF TRPM1 inh 11 and Peg3 prom inh 24.
Cc1cc2ccccc2n2c(SCC(=O)NCc3cccs3)nnc12 was read as PDI inh 2, aDG glyco up -0.1, Vif inh 0, CaV13 FRET inh -2, Granule exo inh -2, HIF-2a block -20, NR2E3 ag-1 -11, hiPSC survival -0.1, NR2E3 ag-2 -2, MITF TRPM1 inh -9 and Peg3 prom inh -4.
`COc1ccc(NC(=O)Cn2cnc3c(cnn3C(C)(C)C)c2=O)cc1OC` gave PDI inh -9, aDG glyco up 0.0, Vif inh -4, CaV13 FRET inh -2, Granule exo inh -6, HIF-2a block 13, NR2E3 ag-1 -2, hiPSC survival 1.4, NR2E3 ag-2 5, MITF TRPM1 inh -6 and Peg3 prom inh 0.
Screening COc1ccc(C2=NN(C(=O)c3cccs3)C(O)(C(F)(F)F)C2)cc1 (stereo unspecified) returned PDI inh -7, aDG glyco up 1.0, CaV13 FRET inh -2, Granule exo inh 3, HIF-2a block -11, NR2E3 ag-1 -3, hiPSC survival -0.1, NR2E3 ag-2 -1, MITF TRPM1 inh 15 and Peg3 prom inh 3.
For Cc1ccc(CSC2=NCCN2C(=O)c2ccco2)cc1 the results were PDI inh 1, aDG glyco up 0.2, Vif inh 14, CaV13 FRET inh -2, Granule exo inh -7, HIF-2a block -59, NR2E3 ag-1 -21, hiPSC survival 1.1, NR2E3 ag-2 0, MITF TRPM1 inh -23 and Peg3 prom inh -53.
`CC(C)C[C@H](NC(=O)C1CC(=O)N(c2ccc3c(c2)OCO3)C1)C(=O)NC1CCCCC1` (stereo partly specified) gave PDI inh 2, aDG glyco up -0.2, Vif inh 1, CaV13 FRET inh -2, Granule exo inh 13, HIF-2a block -3, NR2E3 ag-1 -9, hiPSC survival -0.1, NR2E3 ag-2 2, MITF TRPM1 inh 11 and Peg3 prom inh -11.
For Cc1ccc(NS(=O)(=O)c2cccc(C(=O)NCc3ccccn3)c2)cc1 the results were PDI inh 5, aDG glyco up 0.1, Vif inh 0, CaV13 FRET inh -11, Granule exo inh 1, HIF-2a block 1, NR2E3 ag-1 -3, hiPSC survival -0.4, NR2E3 ag-2 -2, MITF TRPM1 inh 14 and Peg3 prom inh -1.
O=C(COC(=O)c1cccc(S(=O)(=O)N2CCOCC2)c1)Nc1nc(-c2ccccc2Cl)cs1 was read as PDI inh 1, aDG glyco up 0.2, Vif inh -4, CaV13 FRET inh -8, Granule exo inh -1, HIF-2a block -193, NR2E3 ag-1 -34, hiPSC survival -1.0, NR2E3 ag-2 -2, MITF TRPM1 inh -51 and Peg3 prom inh -161.
